NPY-Y1 antag – NPY-Y1 receptor antagonists, primary screen, cell-based. Neuropeptide Y receptor type 1 (Homo sapiens), P25929. HEK293-CNG Y1 cells, membrane potential fluorescence; NPY at EC95, then isoproterenol. inhibition, % at 3.6 µM. actives 1% (n = 200,000);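 active means inhibition above the campaign mean inhibition of all tested compounds plus 3 SD, cut at about 20% in these data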;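 further: 0% = DMSO wells given NPY plus isoproterenol and 100% = isoproterenol alone without NPY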
Target sequence (P25929 whole entry, looked up): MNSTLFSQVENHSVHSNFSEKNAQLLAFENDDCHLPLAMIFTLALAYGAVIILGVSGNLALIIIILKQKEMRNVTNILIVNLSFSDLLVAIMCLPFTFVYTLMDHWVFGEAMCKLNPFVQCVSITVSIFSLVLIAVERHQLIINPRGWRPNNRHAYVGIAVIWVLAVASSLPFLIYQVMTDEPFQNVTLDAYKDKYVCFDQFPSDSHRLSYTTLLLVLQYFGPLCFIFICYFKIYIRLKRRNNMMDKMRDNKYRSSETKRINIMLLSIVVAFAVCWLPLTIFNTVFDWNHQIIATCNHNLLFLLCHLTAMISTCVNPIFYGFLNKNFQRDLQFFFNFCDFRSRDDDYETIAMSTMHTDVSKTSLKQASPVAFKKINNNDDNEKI
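Assay system: HEK293 cells with Y1 receptor plus CNG channel | Probe or stimulus: NPY (25 nM), isoproterenol (1 µM), Ro 20-1724 (25 µM) | Timing: Compound incubation 1 h at room temperature, readout 45 min post-stimulation | Measured by: Membrane-potential fluorescent dye readout | Benchmarks: High control isoproterenol alone, low control NPY with isoproterenol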
TRPN1 ag – zebrafish TRPN1 channel agonists, primary screen, cell-based, HEK293, calcium fluorescence; activation, % at 3 µM; HEK293 zebrafish TRPN1-YFP, Fluo-8 calcium fluorescence; 100% = response to 87 µM carbachol; actives 0.18% (n = 220,000); transient receptor potential cation channel N1 (TRPN1/NompC), Danio rerio; AID 1424, 2008;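 active means activation above its plate's cutoff, the mean activation of test wells on that plate plus 3 SD, cut at about 19% in these data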;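 further: 0% = DMSO alone and 100% = 87 µM carbachol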
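System: zebrafish TRPN1-YFP in HEK293 cells / Dosing: 3 µM single point / Timing: dye loading 1 h at 37 °C, then 30 min room temperature / Signal: Fluo-8 calcium fluorescence, excitation 470-495 nm, emission 515-575 nm / Read-out basis: percent activation from peak over basal fluorescence ratio, control-normalized / Control set: high carbachol 87 µM, low DMSO alone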
CHOP inhibitor – inhibitors of CHOP promoter induction, primary screen, cell-based, unfolded protein response, luciferase reporter. CHO-K1 CHOP-promoter luciferase, tunicamycin-induced, 15-18 h. inhibition, % at 10 µM. actives 3.8% (n = 220,000);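 active means compounds that reduced the stress-induced luciferase reporter signal by more than about 70% of percent inhibition, limit read from the data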;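 further: 0% = tunicamycin plus vehicle and 100% = wells without tunicamycin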
NPY2 pot ag – NPY-Y2 potentiators or agonists, primary screen, cell-based | cells expressing NPY-Y2, potentiator/agonist read-out | actives 0.45% (n = 220,000) | activation, % at 3.6 µM; in the data active means activation above about 27%;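 further: cells stimulated with NPY near EC25 plus isoproterenol at EC100; 0% = vehicle plus submaximal agonist and 100% = vehicle plus saturating agonist; some results beyond the cut were filed as inactive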
TRPML3 agonist – human TRPML3 channel agonists, primary screen, cell-based, HEK293 TRPML3-YFP, Fluo-8 calcium fluorescence, 3 µM; activation, % at 3 µM; 100% = the carbachol control signal; AID 1448, 2008; actives 0.29% (n = 220,000);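 active means activation above its plate's cutoff, the mean activation of the plate's test wells plus 3 SD, cut at about 12% in these data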;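 further: 0% = DMSO only wells and 100% = carbachol wells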
Target sequence (Q8TDD5 whole entry, looked up): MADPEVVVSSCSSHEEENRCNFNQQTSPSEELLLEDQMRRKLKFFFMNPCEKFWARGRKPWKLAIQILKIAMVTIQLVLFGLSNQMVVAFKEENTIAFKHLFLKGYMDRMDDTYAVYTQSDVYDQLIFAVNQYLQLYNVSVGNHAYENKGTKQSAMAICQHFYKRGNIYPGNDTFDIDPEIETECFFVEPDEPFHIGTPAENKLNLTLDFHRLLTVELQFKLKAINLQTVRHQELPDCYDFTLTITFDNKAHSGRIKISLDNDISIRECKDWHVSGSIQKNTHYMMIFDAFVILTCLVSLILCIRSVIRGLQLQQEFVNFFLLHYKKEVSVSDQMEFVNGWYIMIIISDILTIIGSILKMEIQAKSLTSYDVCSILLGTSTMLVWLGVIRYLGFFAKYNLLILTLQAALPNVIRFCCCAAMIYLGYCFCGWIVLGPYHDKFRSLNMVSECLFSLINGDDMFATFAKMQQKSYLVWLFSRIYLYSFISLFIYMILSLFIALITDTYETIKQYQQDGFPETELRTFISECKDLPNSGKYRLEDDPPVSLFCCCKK
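Test system: HEK293 cells stably carrying human TRPML3-YFP; Doses: single dose, 3 µM final nominal compound, 0.3% DMSO final; Schedule: dye loading 1 h 37 °C then 30 min ambient, 125 s read; Technique: Fluo-8 calcium fluorescence; Benchmarks: high control carbachol 87 µM, low control DMSO.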
NPY-Y1 PAM-ag – NPY-Y1 receptor potentiators or agonists, primary screen, cell-based; activation, % at 3.6 µM; actives 0.37% (n = 220,000); Neuropeptide Y receptor type 1 (Homo sapiens), P25929; AID 1304, 2008; NPY-Y1 expressing cells, potentiator/agonist activation; in the data active means activation above about 33%, passing the limit was not always enough;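 further: cells stimulated with NPY at EC10 then isoproterenol at EC100; 0% = low agonist plus stimulus and 100% = saturating agonist plus stimulus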
S1P4 agonist – S1P4 receptor agonists, primary screen, cell-based; AID 1509, 2009; actives 0.35% (n = 220,000); activation, % at 4.98 µM; S1P4-expressing cell line, agonist reporter assay; in the data active means activation above about 11%;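 further: 0% = DMSO vehicle and 100% = reference agonist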
EP2 mod – EP2 receptor modulators, cAMP readout, primary screen, cell-based, HTRF cAMP, PGE2 stimulation. induction, % at 25 µM. AID 940, 2007. actives 0.83% (n = 260,000). EP2-expressing cells, cAMP HTRF FRET, PGE2 co-stimulation;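 active means compounds whose cAMP rise, as percent of the full-agonist control response, exceeds 60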;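 further: rat C6 glioma line stably carrying human EP2 under a CMV promoter; the protocol text gives 20 µM as final concentration; 100% = response of wells given 1 µM PGE2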
S1P4 antagonist – S1P4 receptor antagonists, primary screen, cell-based; AID 1510, 2009; actives 0.26% (n = 220,000); Sphingosine 1-phosphate receptor 4 (Homo sapiens), O95977; inhibition, % at 4.98 µM; S1P4-expressing cells, antagonist mode, reporter read-out; in the data active means inhibition above about 29%;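 further: 0% = wells stimulated with agonist and 100% = vehicle wells without agonist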
Active calls of the source: *; & = joins results of further samples.

CCN(CC)C(=O)C1CC(=O)OC12CCCCC2 (configuration not stated) was read as NPY-Y1 antag 9.0, TRPN1 ag 7.0, CHOP inhibitor 5.5, NPY2 pot ag -6.1, TRPML3 agonist 0.3, NPY-Y1 PAM-ag -12.7, S1P4 agonist -0.1, EP2 mod 5.2 and S1P4 antagonist -4.8.
`COc1ccc(C(=O)N2CCCC(C(=O)N3CCN(c4ccccc4)CC3)C2)cc1` (configuration not stated) gave TRPN1 ag -0.5, CHOP inhibitor 7.7, NPY2 pot ag -4.6, TRPML3 agonist -0.4, NPY-Y1 PAM-ag 20.0, S1P4 agonist 0.9, EP2 mod -36.4 and S1P4 antagonist 0.7.
NC(=S)NNC(=S)Nc1ccccc1 was read as NPY-Y1 antag -3.4, TRPN1 ag 0.5, CHOP inhibitor 4.2, NPY2 pot ag -7.3, TRPML3 agonist -2.2, NPY-Y1 PAM-ag 2.8, S1P4 agonist -0.3, EP2 mod 21.7 and S1P4 antagonist -12.9.
Screening CCOC(=O)n1c(SCC(=O)N(CC)CC)nc2ccccc21 returned NPY-Y1 antag -2.8, TRPN1 ag -1.7, CHOP inhibitor 10.2, NPY2 pot ag -4.1, TRPML3 agonist -1.1, NPY-Y1 PAM-ag -16.9, S1P4 agonist 2.0, EP2 mod 7.9 and S1P4 antagonist 3.4.
Screening CCCCOC(=O)c1ccc(NC(=O)c2cc(Cl)ccc2OC)cc1 returned NPY-Y1 antag 3.6, TRPN1 ag 0.4, CHOP inhibitor 53.2, NPY2 pot ag -7.9, TRPML3 agonist 0.1, NPY-Y1 PAM-ag -23.5, S1P4 agonist 0.1, EP2 mod 20.5 and S1P4 antagonist -15.7.
Cc1ccc(S(=O)(=O)CCNC(=O)Cc2ccc(Cl)cc2)cc1 was read as NPY-Y1 antag 5.4, TRPN1 ag -0.9, CHOP inhibitor 35.8, NPY2 pot ag 18.6, TRPML3 agonist -0.2, NPY-Y1 PAM-ag 17.2, S1P4 agonist -0.8, EP2 mod 15.4 and S1P4 antagonist -17.8.
Screening CCN=C1SC(CC(=O)Nc2sc(C)c(C)c2C(=O)OC)C(=O)N1CC (configuration not stated) returned NPY-Y1 antag -0.2, TRPN1 ag 1.9, CHOP inhibitor 41.1, NPY2 pot ag 3.2, TRPML3 agonist 0.9, NPY-Y1 PAM-ag -5.9, S1P4 agonist 1.2, EP2 mod 25.0 and S1P4 antagonist 5.5.
For Cc1cccc(NC(=O)CCN2C(=O)c3ccccc3C2=O)n1 the results were NPY-Y1 antag 4.3, TRPN1 ag 1.7, CHOP inhibitor -18.3, NPY2 pot ag 3.4, TRPML3 agonist 1.3, NPY-Y1 PAM-ag -5.9, S1P4 agonist 2.5, EP2 mod 9.3 and S1P4 antagonist -14.0.
O=C(/C=N/O)Nc1ccccc1 was read as NPY-Y1 antag 1.2, TRPN1 ag 0.4, CHOP inhibitor 6.3, NPY2 pot ag -17.7, TRPML3 agonist 0.1, NPY-Y1 PAM-ag -0.3, S1P4 agonist 1.5, EP2 mod 6.8 and S1P4 antagonist -17.5.
For O=C(Nc1ccc(S(=O)(=O)N2CCOCC2)cc1)c1ccc(CN2CCc3ccccc3C2)cc1 the results were NPY-Y1 antag 14.2, TRPN1 ag 10.5, CHOP inhibitor 101.0*, NPY2 pot ag -2.0, TRPML3 agonist 4.0, NPY-Y1 PAM-ag -45.7, S1P4 agonist 0.5, EP2 mod -19.2 and S1P4 antagonist -19.8.
Screening Cc1ccc(NC(=O)C2(N(CC(C)C)C(=O)Cn3nnnc3N)CCCCC2)cc1 returned NPY-Y1 antag 1.3, TRPN1 ag 0.6, CHOP inhibitor 47.8, NPY2 pot ag 28.8, TRPML3 agonist 0.2, NPY-Y1 PAM-ag 11.9, S1P4 agonist -0.9, EP2 mod 23.7 and S1P4 antagonist -20.3.
N#Cc1cccc(N=c2ssnc2Cl)c1 was read as NPY-Y1 antag -1.2, TRPN1 ag -0.3, CHOP inhibitor -1.1, NPY2 pot ag -15.1, TRPML3 agonist -0.7, NPY-Y1 PAM-ag -22.5, S1P4 agonist -1.0, EP2 mod -68.6 and S1P4 antagonist -4.7.
COc1ccc(NS(=O)(=O)c2cccc(-c3nnc(-c4ccccc4)o3)c2)cc1 was read as NPY-Y1 antag 8.5, TRPN1 ag -0.5, CHOP inhibitor 12.6, NPY2 pot ag -14.3, TRPML3 agonist -0.5, NPY-Y1 PAM-ag -32.3, S1P4 agonist -1.8, EP2 mod -64.7 and S1P4 antagonist 2.6.
For COc1ccc(NC2=C(C(C)=O)C(c3ccc4c(c3)OCO4)C(C(C)=O)C(C)(O)C2)cc1 (configuration not stated) the results were NPY-Y1 antag 1.9, TRPN1 ag -0.3, CHOP inhibitor 31.9, NPY2 pot ag 5.2, TRPML3 agonist 0.2, NPY-Y1 PAM-ag 7.7, S1P4 agonist 3.6, EP2 mod 35.7 and S1P4 antagonist 5.7.
Screening NC(=O)CS(=O)(=O)c1nc2ccccc2n1CC(=O)N1CCCCC1 returned NPY-Y1 antag -1.7, TRPN1 ag -0.3, CHOP inhibitor 5.3, NPY2 pot ag -14.0, TRPML3 agonist 0.9, NPY-Y1 PAM-ag -5.8, S1P4 agonist 1.6, EP2 mod 2.6 and S1P4 antagonist -18.9.
Screening CNS(=O)(=O)c1cc(O)c2c(S(=O)(=O)NC)cccc2c1 returned NPY-Y1 antag 1.6, TRPN1 ag 0.4, CHOP inhibitor 13.5, NPY2 pot ag 8.9, TRPML3 agonist 0.5, NPY-Y1 PAM-ag 7.4, S1P4 agonist 1.1, EP2 mod 16.0 and S1P4 antagonist -22.1.
Screening CCOc1ccc(-c2nnc(N(CC)C(=O)C3CCC3)s2)cc1 returned NPY-Y1 antag 4.3, TRPN1 ag -0.5, CHOP inhibitor 6.5, NPY2 pot ag 3.2, TRPML3 agonist 0.4, NPY-Y1 PAM-ag -18.8, S1P4 agonist 2.5, EP2 mod -24.3 and S1P4 antagonist -19.4.
Screening CC(C)c1nc2sc3c(c2c(=O)n1N)CC(C)(C)OC3 returned NPY-Y1 antag 0.7, TRPN1 ag 0.5, CHOP inhibitor 26.4, NPY2 pot ag 1.3, TRPML3 agonist 0.8, NPY-Y1 PAM-ag -4.0, S1P4 agonist 0.4, EP2 mod -19.0 and S1P4 antagonist -5.8.
`Cc1nc2ccc(NC(=O)COc3ccccc3C)cc2s1` gave NPY-Y1 antag 1.9, TRPN1 ag 0.2, CHOP inhibitor 7.8, NPY2 pot ag -4.2, TRPML3 agonist 1.3, NPY-Y1 PAM-ag -14.6, S1P4 agonist 1.3, EP2 mod 0.1 and S1P4 antagonist -4.0.
`CCn1c(=O)c(=O)[nH]c2cc(C(=O)Nc3ccc(S(=O)(=O)N4CCCC4)cc3)ccc21` gave NPY-Y1 antag 6.7, TRPN1 ag 0.1, CHOP inhibitor 6.6, NPY2 pot ag -5.3, TRPML3 agonist 0.3, NPY-Y1 PAM-ag 9.3, S1P4 agonist 1.0, EP2 mod -29.4 and S1P4 antagonist -3.1.
`c1ccc2[nH]c(-c3ccncc3)nc2c1` gave NPY-Y1 antag -2.6, TRPN1 ag 0.5&1.7, CHOP inhibitor -4.6&-1.8, NPY2 pot ag -9.6&-21.2, TRPML3 agonist 0.6&1.6, NPY-Y1 PAM-ag 6.2&-5.2, S1P4 agonist 0.1&-0.5, EP2 mod 0.3&-29.2 and S1P4 antagonist -21.0&-5.0.
For O=C1NCCCC1C(=O)N/N=C/c1ccc(Cl)cc1 (configuration not stated) the results were TRPN1 ag 0.0, CHOP inhibitor 3.0, NPY2 pot ag 3.9, TRPML3 agonist 0.4, NPY-Y1 PAM-ag 18.3, S1P4 agonist -0.5, EP2 mod 3.8 and S1P4 antagonist 2.3.
Screening CC(=O)Nc1ccc(S(=O)(=O)N2CCN(Cc3ccccn3)CC2)cc1 returned NPY-Y1 antag 8.9, TRPN1 ag -0.6, CHOP inhibitor -1.1, NPY2 pot ag 10.9, TRPML3 agonist 0.7, NPY-Y1 PAM-ag 2.7, S1P4 agonist 0.4, EP2 mod -9.9 and S1P4 antagonist 17.7.
`CCN(CC)CCNC(=O)c1cn(-c2ccccc2)nc1-c1cccs1` gave NPY-Y1 antag 6.0, TRPN1 ag 0.6, CHOP inhibitor 9.5, NPY2 pot ag 0.5, TRPML3 agonist 1.6, NPY-Y1 PAM-ag 27.1, S1P4 agonist -1.8, EP2 mod -42.6 and S1P4 antagonist -4.0.
`COc1cccc(Nc2nc(NCC3CCCO3)c3ccccc3n2)c1` (configuration not stated) gave NPY-Y1 antag 15.3, TRPN1 ag -0.8, CHOP inhibitor 65.6, NPY2 pot ag -4.7, TRPML3 agonist 1.2, NPY-Y1 PAM-ag -20.3, S1P4 agonist -2.6, EP2 mod -53.8 and S1P4 antagonist 17.3.
Screening FC(F)(F)c1cccc(Cc2noc(CN3CCCC3)n2)c1 returned NPY-Y1 antag 0.8, TRPN1 ag 3.2, CHOP inhibitor 6.2, NPY2 pot ag 0.3, TRPML3 agonist 0.5, NPY-Y1 PAM-ag -14.1, S1P4 agonist -0.2, EP2 mod 8.4 and S1P4 antagonist 2.2.
`O=C(NC1CCCCC1)c1cc([N+](=O)[O-])ccc1N1CCOCC1` gave NPY-Y1 antag 0.2, TRPN1 ag -1.3, CHOP inhibitor -11.6, NPY2 pot ag -4.1, TRPML3 agonist 1.2, NPY-Y1 PAM-ag 4.3, S1P4 agonist -0.5, EP2 mod 1.1 and S1P4 antagonist -20.1.
For Cc1ccc(NC(=S)N(CCN(C)C)C(C)c2ccco2)cc1C (configuration not stated) the results were NPY-Y1 antag -1.4, TRPN1 ag 0.7, CHOP inhibitor 32.5, NPY2 pot ag 12.6, TRPML3 agonist 0.6, NPY-Y1 PAM-ag -10.0, S1P4 agonist 1.0, EP2 mod 3.8 and S1P4 antagonist -4.0.
Screening CCOc1ccc(NC(=O)C2CCCN(C(=O)NCc3ccccc3)C2)cc1 (configuration not stated) returned NPY-Y1 antag -1.8, TRPN1 ag -0.5, CHOP inhibitor 20.3, NPY2 pot ag -11.6, TRPML3 agonist 0.4, NPY-Y1 PAM-ag -42.7, S1P4 agonist -2.4, EP2 mod 7.2 and S1P4 antagonist -3.6.

Assay outcomes from PubChem.
